# Dynein cargo inh – dynein cargo transport inhibition. 3617.4 mouse cells, GR-EGFP nuclear translocation imaging; test concentration mostly 20 µM; stimulated with dexamethasone, 1 µM; stronger effect = lower value. z-score, hits read low. 220,000 compounds, 0.47% hits. AID 1381;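 active means plate z-score of nuclear minus cytoplasmic receptor signal below a set negative limit, without overly bright fluorescence or cell loss, cut at about -3.5 in these data, passing the limit was not always enough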;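 further: z-score of nuclear minus cytoplasmic ring GR-EGFP intensity difference per well; some compounds called inactive have numbers as strong as hits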
#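 Also added – dexamethasone, 1.0 µM final · Buffer or medium – tet-free, stripped-serum medium · Schedule – induction 48 h, compound 1 h, agonist 30 min · Detection – formaldehyde fixation, Hoechst nuclear stain, 10x automated fluorescence imaging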
# Insulin prom up – MIN6 insulin promoter up-regulation; MIN6 insulin promoter-GFP reporter, high-content imaging; stronger effect = higher value; z-score at 5 µM; 190,000 compounds, 0.3% hits;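 active means z-score above 3 at 5 µM with at least 500 cells counted in the well; inconclusive means wells under 500 cells, flagged as cytotoxic or low count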
# XIAP displacement – small molecules displacing peptide from XIAP – biochemical, IAP family, fluorescence polarization (AID 1018) | XIAP BIR domain, fluorescence polarization peptide displacement; higher % means a stronger effect | one-dose displacement, % at 20 µM; IC50 in µM for titrated hits | 200,000 compounds, 0.007% hits; in the data active means displacement above about 50%; further: a part of the inactive calls stands beside numbers as strong as those of hits
# MT stabilize HCS – microtubule stabilization, imaging screen; HeLa tubulin immunostaining HCS, 24 h; share of cells brighter than vehicle mean+2SD; 200,000 compounds, 0.83% hits; % tubulin-high responders, % at 10 µM; AID 2205;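 active means plate Z-score above 3 for both tubulin-high and condensed-nucleus cell shares, with cell loss under 80%, at 10 µM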;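 further: anti alpha tubulin signal scored within the nucleus-defined area of each cell; some results filed as inactive read as strong as hits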
# ER stress rescue – rescue of cells from ER stress-induced death, primary screen, 384-well, CSM14.1, thapsigargin, ATP luminescence (AID 1222) | CSM14.1 thapsigargin-induced death rescue, ATP luminescence; higher % means a stronger effect | cellular ATP content (survival), % at 20 µM; hits with a dose series show EC50 in µM | 190,000 tested, under 10 active;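 active means EC50 below 50 µM in the dose-response confirmation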;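 further: death triggered by thapsigargin at about 15 µM added after 2 h compound pretreatment; cell ATP read after overnight thapsigargin exposure of roughly 18 to 22 hours; normalized against plate controls of thapsigargin alone and 5% DMSO vehicle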
# WT yeast gro inh – growth inhibition of WT yeast, mitochondrial fusion screen; AID 1362; 190,000 compounds, 2.1% hits; mitochondrial fusion phenotypic screen, WT strain; inhibition, % at 10 µM; in the data active means inhibition above about 58%; tested in S. cerevisiae
# Hep lipid drop – hepatic lipid droplet formation modulation; AML12 mouse hepatocytes, oleate lipid droplets, BODIPY imaging; inhibition, % at 6.5 µM; 240,000 compounds, 0.4% hits; AID 1656;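 active means lipid droplet intensity inhibited by at least 50%, with more than 500 cells counted; inconclusive means wells with under 300 cells, treated as cytotoxic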
#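 Test system: AML12 mouse liver cells; schedule: overnight exposure; technique: high-content imaging of BODIPY-stained droplets and DAPI nuclei; read-out: % inhibition of corrected integrated BODIPY droplet signal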
# Autophagy mod – modulators of autophagy; MEF GFP-LC3 puncta imaging; test concentration mostly 10 µM; calls only at 10 µM (by protocol); 190,000 compounds, 0.98% hits; AID 463193;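 active means percentage of spot-positive cells more than 3 SD above its plate mean, without a fluorescence outlier flag or 80% toxicity; inconclusive means no clear call, values can overlap the other calls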;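 further: spot-positive cell cutoff set from DMSO-treated cells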
# bCat nuc transl – modulators of beta-catenin nuclear translocation | nuclear translocation activity, % at 5 µM | 190,000 compounds, 0.3% hits | AID 1665 | HeLa beta-catenin nuclear translocation, immunofluorescence imaging;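 active means nuclear translocation activity above 50% at 5 µM, with a well cell count of 50 or more; inconclusive means wells under 50 cells across six images, flagged as toxic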;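 further: per-cell ratio of nuclear to cytoplasmic median beta-catenin stain intensity; plate controls were DMSO negative control for no effect and GSK-3 inhibitor IX positive control for full effect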
#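 assay system = human HeLa cells, endogenous beta-catenin | times = compound treatment 24 h, 37°C, 5% CO2 | detection = Anti-beta-catenin immunofluorescence on PFA-fixed, Triton-permeabilized cells, DAPI nuclei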
# WT yeast gro inh mutant strain – also measured in WT yeast gro inh; calls as there; inhibition, %; mitochondrial fusion phenotypic screen, mutant strain inhibition
# Dynein cargo inh cytoplasmic EGFP – also measured in Dynein cargo inh; calls as there; z-score; measured here: cytoplasmic GR-EGFP intensity; stronger effect = higher value
# Dynein cargo inh nuclear GR-EGFP – also measured in Dynein cargo inh; calls as there; z-score; measured here: nuclear GR-EGFP intensity;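 lower value marks the stronger effect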
# Dynein cargo inh cell count – recorded beside Dynein cargo inh, whose call it bears; z-score; measured here: cell count per field
# Insulin prom up cell count – second read-out of Insulin prom up, no call of its own (marks repeat the call); cell count; measured here: cytotoxicity, nuclei count;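 total cells summed across four imaged fields per well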
# Hep lipid drop cells 6.5 µM – further read-out of Hep lipid drop, marked with its call; cell count; measured here: cell count, cytotoxicity flag;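 cells counted across two imaged fields per well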
# bCat nuc transl cell count 5 µM – recorded beside bCat nuc transl, whose call it bears; cell count; measured here: cell count, cytotoxicity flag
# MT stabilize HCS Hoechst-high % – further read-out of MT stabilize HCS, marked with its call; % Hoechst-high responders; measured here: nuclear condensation Hoechst responders;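 share of cells brighter than vehicle mean plus two SD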
# MT stabilize HCS cytotoxicity % – recorded beside MT stabilize HCS, whose call it bears; toxicity, %; measured here: cytotoxicity by cell density;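 0% = mean cell density of plate MIN control wells and 100% = no cells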
# Autophagy mod cell loss 18 h – recorded beside Autophagy mod, whose call it bears; toxicity, %; measured here: cell loss, nuclei count;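 cell loss after 18 h compound exposure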
# The depositor's hits bear a star; i = inactive; ? = inconclusive; nt = not tested or not shown; + = active, no number.
SMILES,Dynein cargo inh,Dynein cargo inh cytoplasmic EGFP,Dynein cargo inh nuclear GR-EGFP,Dynein cargo inh cell count,Insulin prom up,Insulin prom up cell count,XIAP displacement,MT stabilize HCS,MT stabilize HCS Hoechst-high %,MT stabilize HCS cytotoxicity %,ER stress rescue,WT yeast gro inh,WT yeast gro inh mutant strain,Hep lipid drop,Hep lipid drop cells 6.5 µM,Autophagy mod,Autophagy mod cell loss 18 h,bCat nuc transl,bCat nuc transl cell count 5 µM
CCN(CC)C(=O)CN(c1cc2c(cc1OC)oc1ccccc12)S(=O)(=O)c1ccccc1,0.17,-0.25,0.49,0.89,-1.2,1108,-9.1%,3.0,2.1,0.6,1.3%,16,-1,-16,784,i,-7,4.0,1078
O=C(CSCCO)Nc1nccs1,1.9,-0.13,0.78,-1.9,0.3,1297,-0.2%,5.0,3.6,4.5,-0.9%,-1,-1,nt,nt,i,4,-2.9,954
CCOC(=O)c1c(C)nc(C)c(C(=O)OCC)c1-c1ccccc1,-0.7,-0.21,-0.34,0.95,nt,nt,1.1%,1.8,1.3,5.6,-1.4%,-9,-15,-19,700,i,-10,-2.2,1202
Cc1ccc(C(=O)NC2CCN(C(=O)NC3CCCCC3)CC2)cc1,1.4,-0.019,1.3,-2.3,0.18,1243,-5.4%,5.3,2.3,4.2,-0.5%,13,-5,4,735,i,-11,-0.4,1128
CC(C)CC1NC2(C(=O)N(C)c3ccccc32)C2C(=O)N(C(C)C)C(=O)C12 (stereo not drawn),0.027,-0.16,0.26,0.23,0.64,1542,-3.0%,1.4,2.9,4.0,-0.6%,-7,7,8,713,i,-12,-0.1,959
O=S(=O)(Nc1cccnc1Cl)c1ccc2c(c1)OCCO2,-0.57,-0.16,0.4,-0.35,0.57,1546,-3.5%,2.2,1.7,8.6,-0.1%,9,17,nt,nt,i,3,-3.7,1404
O=C(Nc1ccccc1)N(c1ccccc1)C1C=CS(=O)(=O)C1 (stereo not drawn),0.014,-0.26,-0.4,1.3,-0.11,1371,nt,nt,nt,nt,nt,nt,nt,-6,730,nt,nt,-2.2,1064
COCCn1c(=O)[nH]c(=O)c2cc(C(=O)c3cc(Cl)ccc3O)cnc21,0.35,-0.33,0.68,-0.43,-0.19,1122,-5.0%,3.9,1.0,26,-0.9%,63*,43*,21,692,i,14,0.2,935
CCCC(=O)Nc1ccc(OCC(=O)OC)cc1,-0.46,-0.21,0.13,-0.75,-0.19,1244,0.9%,2.9,2.3,5.8,nt,10,10,-3,644,i,6,nt,nt
O=C(CSc1ccncc1)Nc1ccc2ccccc2c1,-0.59,-0.21,-0.2,0.43,nt,nt,-8.6%,2.7,2.1,2.3,-0.2%,21,-13,13,716,i,-2,-0.4,1040
CN(C)c1ccc(C2CC(c3cccc(NS(C)(=O)=O)c3)=NN2C(=O)c2ccccc2)cc1 (stereo not drawn),0.2,0.36,0.21,0.11,-0.85,1504,-5.1%,3.0,2.9,8.4,0.1%,5,-5,-8,683,i,9,1.2,952
CCOC(=O)C(C(=O)OCC)C1N=C(N)N=C2Oc3ccccc3N21 (stereo not drawn),-0.59,-0.31,-0.12,-0.13,1.2,917,-6.9%,5.4,2.6,5.9,0.8%,8,14,1,762,i,17,-5.4,1199
CC(C)CCNC(=S)NC1CCCC1,-0.17,-0.071,0.13,0.25,nt,nt,-2.0%,2.9,2.9,7.0,2.7%,37,32,nt,nt,i,-23,nt,nt
CNc1nc(SC)nc(N(C#N)CC(=O)OC)n1,-1.3,-0.25,-0.7,0.064,0.64,1082,-4.2%,3.4,1.2,2.0,-1.9%,-8,-9,1,738,i,-4,-1.2,1108
CCSc1ccccc1C(=O)NCCCn1ccnc1,-0.91,-0.24,-0.21,0.33,0.43,1573,-4.9%,2.2,1.9,8.0,-0.6%,-3,-2,-22,742,i,3,-1.1,1068
O=C(COC(=O)/C=C/c1ccc(S(=O)(=O)N2CCOCC2)cc1)NCc1ccc2c(c1)OCO2,-1.5,-0.11,-0.36,0.14,-0.42,1284,-3.4%,2.4,2.4,3.2,-1.9%,-11,6,-4,660,i,7,-1.9,1074
Cc1onc(-c2c(Cl)cccc2Cl)c1C(=O)N=C(N)N1CCCC1,-0.35,-0.24,-0.15,1,-0.44,1379,nt,nt,nt,nt,nt,nt,nt,8,714,nt,nt,0.0,1257
COC(=O)c1ccccc1NC(=O)c1ccccc1SC,0.94,-0.27,0.27,-0.086,nt,nt,-11%,2.3,1.5,2.5,-6.5%,-16,2,-7,732,i,0,3.6,536
O=C1c2ccccc2-c2cccc(C(=O)N3CCN(C(=O)c4ccccc4)CC3)c21,-0.0028,-0.21,0.55,0.15,0.24,1553,-1.3%,2.7,1.8,2.1,-1.1%,0,13,2,726,i,12,-0.7,1041
N#C/C(=N\Nc1ccc(Cl)c(Cl)c1)C(=O)C1CC1,-0.76,-0.26,0.018,0.19,0.99,895,nt,nt,nt,nt,nt,nt,nt,6,699,nt,nt,0.3,1206
O=C(N/N=C\c1ccc(Cl)s1)c1ccc(Cn2cccn2)o1,-0.66,-0.21,-0.43,0.56,nt,nt,-11%,2.4,2.8,1.3,-5.0%,-16,-6,0,618,i,-3,0.1,929
CCc1nnc(NC(=O)CN2CCOCC2)s1,0.56,-0.3,0.28,0.048,0.27,1059,-4.6%,2.6,4.2,4.1,-1.5%,-1,6,nt,nt,i,-19,0.1,1177
COc1cc(C(C)=O)ccc1COc1ccc(C(=O)OCC(=O)NC(C)(C)C)cc1OC,0.25,-0.23,0.22,0.062,-0.25,1417,-2.7%,2.8,1.6,7.8,-0.7%,-3,26,-5,644,i,-2,0.8,988
COc1ccc(Cc2nc3ccccc3n2C)cc1,-0.17,0.46,0.77,2.2,nt,nt,0.0%,3.0,2.7,13,4.9%,0,7,2,718,i,22,0.3,582
Cc1cccc(C(=O)/C=C2/c3ccccc3CC(C)(C)N2C)c1,-0.71,-0.21,0.037,0.81,-1.2,1667,-3.9%,2.3,1.2,13,0.4%,-8,0,11,651,i,-38,-0.5,1081
Cc1nnc2n1NC(c1ccc(Cl)cc1)C(C(=O)N1CCC(C)CC1)S2 (stereo not drawn),0.085,-0.16,0.25,0.15,1.3,1197,-2.6%,6.2,2.1,3.8,1.5%,-8,-4,nt,nt,i,0,-5.8,958
CCOC(=O)C1(Cc2cccc(OC)c2)CCN(CC(O)CO)CC1 (stereo not drawn),0.0047,-0.2,0.45,0.13,0.15,999,nt,nt,nt,nt,nt,nt,nt,0,777,nt,nt,-0.4,1342
COc1ccccc1-c1nc(SCC(=O)N(C)c2ccccc2)c2c(=O)n(C)c(=O)n(C)c2n1,1.1,-0.29,0.68,-0.23,-0.13,1283,-5.3%,1.4,1.6,5.6,nt,1,1,7,637,i,-23,-2.1,1145
O=S(=O)(NCc1ccncc1)c1ccc(S(=O)(=O)NCC2CCCO2)cc1 (stereo not drawn),-0.5,-0.16,-0.22,0.57,?,nt,-6.2%,1.3,2.1,7.4,-0.6%,11,8,nt,nt,i,-6,0.7,1134
COc1ccc(CCNC(=O)c2ccc3c(=O)n(Cc4ccco4)c(=S)[nH]c3c2)cc1OC,-0.48,-0.2,-0.24,0.84,-0.84,1607,-8.8%,2.3,3.0,7.8,-1.0%,-6,-13,nt,nt,i,12,1.3,1349
Cc1ccc(C(=O)COC(=O)CNC(=O)CNC(=O)c2ccc(C)cc2)cc1,0.056,-0.33,-0.38,0.57,0.15,1326,-2.5%,2.0,2.2,6.1,0.1%,8,-12,4,609,i,-4,1.1,952
N=C1C(c2nc3ccccc3s2)=C(O)CN1Cc1ccco1,-0.93,-0.14,-0.52,0.83,0.55,1268,1.2%,3.4,2.2,4.9,2.4%,1,-8,-1,762,+,35*,-1.8,1017
Cc1cc(C)nc(SCC(=O)Nc2ccccc2[N+](=O)[O-])n1,-0.25,1.1,0.58,-0.11,-0.3,1520,-3.0%,3.0,1.7,6.9,3.8%,-22,0,nt,nt,i,14,1.2,1267
CCOc1ccc(CCNS(=O)(=O)c2ccc3c(c2)NC(=O)CC(=O)N3)cc1OCC,-0.91,-0.22,-0.44,0.6,-0.56,1275,-6.2%,2.9,3.0,5.6,-1.2%,2,-16,nt,nt,i,-2,-1.2,1094
CCN(C(=O)CSc1nnc(-c2ccccc2)n1C)C1CCS(=O)(=O)C1 (stereo not drawn),-0.36,-0.34,0.047,0.55,0.52,1245,-12%,3.7,3.6,6.7,-0.4%,-2,15,-3,713,i,0,-1.1,1072
COc1ccc(OC)c(NS(=O)(=O)c2cccs2)c1,0.061,-0.19,0.28,0.26,-0.02,1228,-4.4%,3.3,1.4,4.6,-0.9%,-38,-18,7,712,i,-4,-1.9,1199
COCCN(C(=S)Nc1cccc(C)c1)C(C)c1cccnc1 (stereo not drawn),0.33,-0.34,0.28,0.36,0.21,1225,-7.2%,2.7,1.2,4.7,-9.4%,8,13,22,679,i,6,-0.6,1129
